Screens deposited in PubChem BioAssay by National Center for Advancing Translational Sciences (NCATS).
USP1 inh = blocks the human USP1/UAF1 deubiquitinase complex. actives 0.23% (n = 390,000). Potency, µM (highest dose often 57.1 µM), without a hit: at the top dose activity change, negative = inhibition, most hits filed as inhibitors. recombinant USP1/UAF1, Ub-Rhodamine cleavage fluorescence; note: potency is the fitted concentration of half-maximal effect; % is set by controls: 0 for no effect and ±100 for the full control effect; nearly all actives have a fitted effect of over 60% in size; inactives centre near -12
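In this screen, compounds sit with the deubiquitinase complex (1nM) for 15 min at room temperature before Ub-Rho is added at 150nM final. Fluorescence rise is then followed for 6 reads every 60 seconds.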
LDHA inh = inhibitors of human lactate dehydrogenase A; P00338; purified LDHA, NADH/diaphorase-resazurin fluorescence; active compounds read low; activity change, % (values are at about 110 or 230 µM); actives 0.15% (n = 480,000); AID 1347041; in the data active = activity change below about -30%; inconclusive = mostly about -25% to -30%;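 note: plate controls were DMSO wells for no effect and wells without enzyme for full effect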
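Enzyme activity of human lactate dehydrogenase 5 (2 nM; 0.06 mM NADH, 0.2 mM pyruvate, 5 min, RT) is measured via a resazurin/diaphorase fluorescence readout of residual NADH.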
Vif-A3F inh = Vif-A3F binding inhibition; HeLa A3F-eYFP + Vif (tagged APOBEC3F with the HIV-1 protein that degrades it), YFP fluorescence increase; Potency, µM (titrated, usually from 46.1 µM), inactives show at the top dose activity, negative = active; actives 0.2% (n = 390,000); AID 602313; note: potency is the fitted concentration of half-maximal effect; % of control where 0% means no effect; nearly all actives have a fitted effect of over 65% in size
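Fluorescence increase (Ex 488/Em 500-530) after overnight compound treatment at 37 deg C flags inhibition of Vif-driven A3F-eYFP loss in stable HeLa A3F-eYFP/Vif cells seeded overnight beforehand.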
Vif-A3G inh = inhibitors of Vif-APOBEC3G interaction; Q9HC16; HeLa A3G-eYFP + Vif (tagged APOBEC3G with the HIV-1 protein that degrades it), YFP fluorescence, overnight; Potency, µM (top dose mostly 46.1 µM), without a hit: at the top dose activity, negative = active, hits mostly inhibitors; actives 0.076% (n = 410,000); AID 602310;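 note: potency is the fitted concentration of half-maximal effect; % is set by controls: 0 for no effect and ±100 for the full control effect; nearly all actives have a fitted effect of over 60% in size; hits raise eYFP signal because A3G escapes Vif-driven loss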
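HeLa cells stably expressing Vif and C-terminally eYFP-tagged A3G, seeded overnight at 37 deg C, then exposed to compound by pintool overnight at 37 deg C. Rise in yellow fluorescence (Ex 488/Em 500-530, Acumen) marks blocked Vif-driven A3G degradation.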
GRP78 ERSR act = ER stress response induction in glioma. U87-MG GRP78 promoter luciferase reporter, 16 h. Potency, µM, for inactives: at the highest dose activation, hits mostly activators. actives 0.02% (n = 420,000). AID 602332; note: potency is the fitted concentration of half-maximal effect; series mostly up to about 76 µM; % of control where 0% means no effect; nearly all actives have a fitted effect of over 35% in size
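Stably transfected U87-MG human glioma cells carrying a GRP78-based luminescent sensor were seeded at 1000 cells/well, pin-dosed with compounds and incubated 16 h. Luciferase reagent was then added, and end-point luminescence was read after 10 min at room temperature.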
RXFP1 ag = RXFP1 (human) receptor agonism. Q9HBX9. HEK293T-RXFP1 cAMP TR-FRET, 30 min; response scale: percent of porcine relaxin response, buffer zero. Potency, µM (doses to about 57.5 µM), for the others: at the highest dose activation, usual class: activators. actives 0.3% (n = 370,000). AID 2676; note: potency is the fitted concentration of half-maximal effect; % is set by controls: 0 for no effect and ±100 for the full control effect; nearly all actives have a fitted effect of over 60% in size; many of its hits are not listed in these tables
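Agonist response is measured as cAMP accumulation in an RXFP1-transfected HEK293T line under PDE4 inhibition. Values are scaled between buffer-only and 29 nM porcine relaxin, and EC50s come from standard Hill equation fits.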
mIDH1 inhibitor = blocks human mutant IDH1 R132H enzyme; actives 0.093% (n = 390,000); IDH1-R132H enzyme, NADPH consumption, diaphorase/resazurin fluorescence; Potency, µM (series often up to 76.6 µM), inactives show at the highest dose activity change, negative = inhibition, hits mostly inhibitors; O75874; note: potency is the fitted concentration of half-maximal effect; % is set by controls: 0 for no effect and ±100 for the full control effect; nearly all actives have a fitted effect of over 65% in size
Target sequence (O75874 whole entry R132H, stated change not applied): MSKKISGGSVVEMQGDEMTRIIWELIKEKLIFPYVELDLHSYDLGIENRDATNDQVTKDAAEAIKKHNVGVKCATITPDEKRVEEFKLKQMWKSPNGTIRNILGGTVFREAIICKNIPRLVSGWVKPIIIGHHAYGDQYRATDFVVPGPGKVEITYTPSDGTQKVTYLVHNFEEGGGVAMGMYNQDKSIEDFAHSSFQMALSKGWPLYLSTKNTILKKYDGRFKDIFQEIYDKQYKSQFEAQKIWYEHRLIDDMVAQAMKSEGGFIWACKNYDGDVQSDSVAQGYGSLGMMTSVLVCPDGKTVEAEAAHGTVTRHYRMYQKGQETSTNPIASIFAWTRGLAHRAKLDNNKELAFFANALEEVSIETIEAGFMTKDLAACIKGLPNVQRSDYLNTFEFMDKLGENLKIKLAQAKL
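IDH1-R132H (0.5 ug/mL) preincubated 30 min with compound, then NADPH (0.016 mM) and alpha-KG (2 mM) added; 80 min at RT, pH 7.5. Remaining NADPH coupled via diaphorase/resazurin to fluorescence (540/590 nm); concentration-response curves normalized to no-enzyme control.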
TrxR1 substrate = substrates of rat thioredoxin reductase 1. actives 0.01% (n = 390,000). Potency, µM (titrated, usually from 114 µM), inactives show at the highest dose activity change, negative = substrate turnover. AID 588456. purified TrxR1 substrate turnover, NADPH consumption readout; note: potency is the fitted concentration of half-maximal effect; % is set by controls: 0 for no effect and ±100 for the full control effect; nearly all actives have a fitted effect of over 50% in size
Target sequence (O89049 whole entry, looked up): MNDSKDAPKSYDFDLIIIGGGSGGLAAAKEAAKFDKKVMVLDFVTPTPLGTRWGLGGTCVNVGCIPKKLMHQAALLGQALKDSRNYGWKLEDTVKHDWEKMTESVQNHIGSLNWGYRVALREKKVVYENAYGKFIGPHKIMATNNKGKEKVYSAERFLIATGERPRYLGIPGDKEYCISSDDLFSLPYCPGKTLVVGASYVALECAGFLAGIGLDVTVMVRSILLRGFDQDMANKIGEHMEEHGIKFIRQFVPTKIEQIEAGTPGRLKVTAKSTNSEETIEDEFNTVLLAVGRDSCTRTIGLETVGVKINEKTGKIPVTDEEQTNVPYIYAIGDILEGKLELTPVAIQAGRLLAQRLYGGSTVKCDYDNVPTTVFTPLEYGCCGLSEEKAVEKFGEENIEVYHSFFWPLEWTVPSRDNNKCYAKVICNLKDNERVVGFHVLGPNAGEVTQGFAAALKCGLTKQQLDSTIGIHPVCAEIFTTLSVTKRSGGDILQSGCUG
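Rat TrxR1, dispensed at 90 nM, was prereduced with 400 uM NADPH (final) for 5 min at ~22 deg C, then incubated with compound 15 min before 400 uM selenite. A first-read NADPH fluorescence drop versus no-compound background flagged substrates.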
PI4K2A inh = PI4K2A (human) kinase inhibition; actives 0.13% (n = 420,000); AID 1346378; activity change, negative = inhibition, % at 76.9 µM; purified PI4K2A, ADP-Glo luminescence, 1 h; active compounds read low; in the data active = activity change below about -50%; inconclusive = mostly about -30% to -49%;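 note: -100% = wells without enzyme as full effect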
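Compounds are screened against recombinant PI4K2A using PI as substrate and ATP, the latter dispensed at 300 microM. Reactions run one hour at ambient temperature before ADP-Glo detection; full inhibition defined by wells lacking enzyme.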
Active calls of the source: *; ? = inconclusive; . = not tested or not shown; [ ] = dose if it differs, or a comment. Unless noted, calls come from the whole dose curve; as a rule, active = well fitted curve in the direction sought with a large enough effect; inconclusive = small, poorly fitted or top-dose-only effect, or another doubt; inactive = no such curve, though single readings can be large; an effect the other way counts as inactive or inconclusive. A portion of the library; count on the stated rates, not on these rows.

entry	Compound	USP1 inh	LDHA inh	Vif-A3F inh	Vif-A3G inh	GRP78 ERSR act	RXFP1 ag	mIDH1 inhibitor	TrxR1 substrate	PI4K2A inh
1	C=CCn1c(N)cc(=O)nc1SCC(=O)Nc1ccc(C(=O)OCC)cc1	-3%	-3	-1%	-1%	-1%	4.5%	-10%	-7%	1
2	CCOC(=O)C1C(C)=C(Nc2ccc(OC)cc2)C(=O)N1c1ccc(OC)cc1 (configuration not stated)	-4%	4	-15%	-2%	-5%	-0.6%	2%	10%	0
3	O=C(Cc1ccccc1)NCC(=O)N1CCN(c2ccc(F)cc2)CC1	-5%	1	0%	4%	-6%	.	15%	.	5
4	O=C(c1cncc(Br)c1)N1CCN(S(=O)(=O)c2ccccc2)CC1	-7%	-2	-2%	-7%	-3%	1.3%	-1%	3%	2
5	CCCCCCOc1ccc(C(CC(=O)O)C(N)=O)cc1 (configuration not stated)	-3%	-5	.	1%	-4%	-0.1%	-2%	-11%	-15
6	CCCC1C(=O)Nc2ccccc2N1C(=O)c1cccc(C)c1 (configuration not stated)	-10%	-5	1%	-5%	-3%	0.0%	-4%	-10%	1
7	Cc1cccn2c(=O)nc(SCC(=O)Nc3ccc4c(c3)OCO4)nc12	-4%	-4	6%	0%	-5%	3.2%	1%	-3%	4
8	CCN(C(=O)CSc1nnnn1-c1cc(C)ccc1OC)C1CCS(=O)(=O)C1 (configuration not stated)	-7%	-10	-3%	-6%	-4%	2.7%	-1%	-3%	1
9	O=[N+]([O-])c1ccc(-c2nc(-c3cccs3)c(-c3cccs3)[nH]2)cc1	-25%	-6	?	?	-9%	-3.5%	-1%	3%	-2
10	Cc1ccc(-n2[nH]c(C)c(C=Nc3ccc4[nH]c(=O)[nH]c4c3)c2=O)cc1C	1%	-1	3%	-22%	-14%	-1.4%	4%	0%[57.1 µM]	-6
11	COc1ccc(C2C(C(=O)N3CCCC3)c3cc(OC)c(OC)cc3C(=O)N2C)cc1 (configuration not stated)	-10%	-14	1%	3%	0%	-0.5%	-1%	1%	2
12	O=C1CSC2(C(=O)N(Cc3ccccc3)c3ccccc32)N1c1ccc(Cl)cc1 (configuration not stated)	-14%	-6	1%	3%	1%	5.2%	?	5%[57.1 µM]	-4
13	CNc1cc(CSc2ccc(Cl)cc2)nc(C)n1	-14%	-20	1%	3%	4%	-0.2%	1%	-1%[57.1 µM]	0
14	CCCCOc1ccc(/C(O)=C2/C(=O)C(=O)N(CCCOC)C2c2ccncc2)cc1 (configuration not stated)	0%	0	-4%	-2%	-3%	5.4%	4%	-10%	-7
15	COc1cc(CNCCc2ccc(S(N)(=O)=O)cc2)ccc1OCc1ccc(Cl)cc1	0%	-6	-4%	-12%	-2%	-0.4%	-3%	0%	-6
16	Cc1cccc(N2C(=O)CN=C2Nc2nc(C)cc(C)n2)c1	-10%	-4	-6%	2%	0%	-2.2%	0%	-2%	1
17	COc1c(F)c(F)cc2c(=O)c(C(=O)O)cn(C3CC3)c12	7%	8	7%	0%	-2%	-3.2%	8%	-10%	5
18	COc1ccc(CNC(=O)c2cc3c(=O)n4ccccc4nc3n(CC3CCCO3)c2=N)cc1 (configuration not stated)	-17%	0	-13%	-4%	-2%	6.6%	10%	47%[activator]	-2
19	COC(=O)c1sccc1S(=O)(=O)N(CC(=O)NCc1ccccc1)c1ccccc1	-20%	-6	-3%	3%	-1%	-0.6%	0%	-7%[57.1 µM]	0
20	Cc1ccccc1Cn1c(=O)n(CCCCC(=O)NCc2ccc3c(c2)OCO3)c(=O)c2ccccc21	-30%	2	-15%	?	-4%	5.7%	10%	6%	5

A few values from the results shown.
`CCN(C(=O)CSc1nnnn1-c1cc(C)ccc1OC)C1CCS(=O)(=O)C1` (configuration not stated) in mIDH1 inhibitor reads -1%
`O=C(Cc1ccccc1)NCC(=O)N1CCN(c2ccc(F)cc2)CC1` in USP1 inh reads -5%

Entries of single compounds from above:
COc1ccc(CNC(=O)c2cc3c(=O)n4ccccc4nc3n(CC3CCCO3)c2=N)cc1 (configuration not stated) is listed with USP1 inh: -17%; LDHA inh: 0; Vif-A3F inh: -13%; Vif-A3G inh: -4%; GRP78 ERSR act: -2%; RXFP1 ag: 6.6%; mIDH1 inhibitor: 10%; TrxR1 substrate: 47%[activator]; PI4K2A inh: -2
COc1c(F)c(F)cc2c(=O)c(C(=O)O)cn(C3CC3)c12 is listed with USP1 inh: 7%; LDHA inh: 8; Vif-A3F inh: 7%; Vif-A3G inh: 0%; GRP78 ERSR act: -2%; RXFP1 ag: -3.2%; mIDH1 inhibitor: 8%; TrxR1 substrate: -10%; PI4K2A inh: 5

(list continues)
entry	Compound	USP1 inh	LDHA inh	Vif-A3F inh	Vif-A3G inh	GRP78 ERSR act	RXFP1 ag	mIDH1 inhibitor	TrxR1 substrate	PI4K2A inh
21	CCc1c(C)nc2cc(-c3ccccc3)[nH]n2c1=O	-11%	-2	8%	-7%	-3%	-0.9%	6%	47%[activator]	-10
22	CC(C)C(CCNCc1ccccn1)c1ccc(Cl)cc1 (configuration not stated)	-11%	-24	-12%	1%	-7%	3.7%	10%	-3%	4
23	Cc1cc(C(=O)CSc2nnc(-c3ccc4c(c3)OCO4)o2)c(C)n1-c1ccc(F)cc1	-8%	3	5%	-8%	-2%	2.2%	6%	0%	-4
24	CSCCC(NC(=O)c1ccccc1)C(=O)NCc1ccco1 (configuration not stated)	-10%	-1	3%	1%	-4%	1.2%	-1%	12%[2.29 µM]	-2
25	CN1CCN(/N=C/c2ccc(OCc3ccccc3)cc2)CC1	-5%	-6	12%	4%	0%	-2.1%	-20%	-5%	5
26	CC(C)CNc1c(N)c(=O)oc2ccccc12	-2%	4	6%	2%	0%	-1.7%	-2%	-3%	-2
27	O=C(CSc1nc(-c2ccc(F)cc2)cs1)NC(=O)NCc1ccco1	14%	1	-8%	2%	-4%	-0.3%	0%	7%	-3
28	CC(C)c1ccc(NC(=O)c2ccc(NC(=O)CCS(=O)(=O)c3cccs3)cc2)cc1	-23%	-17	0%	0%	-1%	12%	-9%	-1%	7
29	CC(NC(=O)CN(c1ccc(Cl)cc1)S(C)(=O)=O)c1ccccc1 (configuration not stated)	-2%	-2	-4%	0%	-4%	1.0%	3%	-9%	1
30	COc1ccc(C(=O)N/N=C/c2ccc(OC)c(CN3CCN(c4ccc(F)cc4)CC3)c2)cc1	-8%	0	0%	-7%	-4%	-0.3%	3%	-16%	1
31	Cc1oc(-c2ccccc2Cl)nc1CN(Cc1ccccn1)C[C@@H]1CCC(=O)N1	-2%	0	-10%	-9%	-2%	0.5%	-13%	0%	-2
32	O=C(OCCN1C(=O)c2ccccc2C1=O)C1CCN(S(=O)(=O)c2cccs2)CC1	-18%	-6	-5%	0%	1%	2.0%	18%	8%	1
33	COC(=O)c1cc(S(=O)(=O)NCc2cccc(Br)c2)c[nH]1	-30%	0	11%	2%	0%	-0.7%	-10%	1%	-3
34	COc1ccc(-c2nnc(SCc3nnc(-c4ccccc4)o3)n2C)cc1OC	-15%	-7	-3%	-3%	-2%	2.4%	-5%	8%[57.1 µM]	-2
35	Cc1cc(C(=O)Nc2nc3c(s2)CCCC3)no1	-12%	-3	13%	-1%	-8%	1.6%	8%	-8%	-7
36	Cc1nc(N2CCN(S(=O)(=O)c3cccs3)CC2)c2c(-c3ccccc3)c(C)sc2n1	-26%	-3	-5%	0%	-1%	.	-1%	.	-5
37	CCOc1ccc2nc(N/C(N)=N/S(C)(=O)=O)nc(C)c2c1	-20%	-1	2%	1%	4%	6.7%	-7%	84%[activator]	-1
38	COc1ccc(C(O)c2nc(-c3ccc4c(c3)OCO4)cs2)cc1 (configuration not stated)	.	-4	.	-6%	2%	.	.	.	2
39	CN(C(=O)C1CCC(=O)N(Cc2ccccc2F)C1)C1CCOCC1 (configuration not stated)	2%	3	7%	0%	-3%	0.7%	7%	4%	1
40	Cc1c(Cl)cccc1NC(=O)C(C)n1nc(C)c2c(C)n(-c3ccccc3)nc2c1=O (configuration not stated)	-22%	-9	1%	-2%	-3%	3.7%	0%	0%	4
41	CC1Cc2ccccc2N1C(=O)COC(=O)CCc1nc2ccccc2c(=O)[nH]1 (configuration not stated)	1%	-7	1%	-1%	-5%	-0.4%	-9%	-21%[57.1 µM]	-6
42	Cc1ccc(C)c2[nH]c(=O)c(CCNC(=O)CC(C)(C)C)cc12	-9%	-2	-2%	1%	-2%	2.1%	0%	8%	-1
43	COc1ccc(C2CC2C(=O)c2ccccn2)cc1 (configuration not stated)	-22%	1	2%	-7%	6%	-0.7%	4%	1%	1
44	CCOc1cc(Cl)c(S(=O)(=O)NCc2cccnc2)cc1Cl	-8%	-5	?	-1%	-5%	-0.7%	-3%	-5%	-1
45	O=C(O)/C=C\C(=O)Nc1ccccc1C(=O)NC1CCCCC1	-19%	6	0%	2%	4%	1.9%	4%	-7%[57.1 µM]	-12
46	CCC(SCC(=O)OC)C(=O)Nc1nnc(C(C)C)s1 (configuration not stated)	-2%	2	-14%	2%	-5%	0.3%	0%	2%[57.1 µM]	-1
47	CC(=O)Nc1cc(-c2ccc(N3CCN(C)CC3)cc2)cn2c(-c3cccc(C(C)=O)c3)cnc12	.	6	.	-4%	-2%	.	.	.	-2
